Bioassay records deposited in PubChem by National Center for Advancing Translational Sciences (NCATS).
BRCA1 expr act: qHTS Assay to Identify Small Molecule Activators of BRCA1 Expression. hit rate 1.1% among 380,000. MCF7-BRCA1-FFLuc reporter, luminescence, 48 h; response scale: scaled: vehicle 0%, 10 µM genistein 100%. Potency, µM (doses to about 46.1 µM), for inactives: at the top dose activation, hits mostly activators. AID 624202, 2012; note: nearly all actives have a fitted effect of over 80% in size; some results filed as inactive show a strong effect at the top dose
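First, MCF7-BRCA1-FFLuc cells (2000/well) attach for 2 h; next, compounds are pin-added and incubated 48 h at 37 °C; finally, luciferase reagent is added and luminescence read after 15 min.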
uPA surface inh: qHTS for Inhibitors of Cell Surface uPA Generation | hit rate 0.31% among 330,000 | Potency, µM (series often up to 38.3 µM), for inactives: at the highest dose activity change, negative = inhibition, hits mostly inhibitors | AID 540303, 2011 | cell surface uPA generation assay, qHTS; active = well fitted inhibition curve with a large enough effect; inconclusive = small, poorly fitted or top-dose-only effect; inactive = no such curve, though single readings can be large or run the other way; tested in mouse RAW 264.7 cells; note: % is set by controls: 0 for no effect and ±100 for the full control effect; nearly all actives have a fitted effect of over 55% in size
VP16 counter: VP16 counterscreen qHTS for inhibitors of ROR gamma transcriptional activity | Drosophila S2 Gal4-VP16 UAS-luciferase, luminescence, 20 h | Potency, µM (highest dose often 53.6 µM), for inactives: at the highest dose activity, negative = inhibition, most hits filed as inhibitors | hit rate 3.5% among 310,000 | AID 2546, 2010;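 note: Gal4-VP16 expression switched on by copper sulfate through the metallothionein promoter; % is set by controls: 0 for no effect and ±100 for the full control effect; nearly all actives have a fitted effect of over 50% in size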
MBNL1-CUG inh: qHTS Assay for Inhibitors of MBNL1-poly(CUG) RNA binding | Muscleblind-like protein 1 (Homo sapiens), Q9NR56 | TR-FRET MBNL1-His/biotin-(CUG)12 binding, 665/545 ratio | Potency, µM (doses to about 57.5 µM), for inactives: at the top dose activity change, negative = inhibition, hits mostly inhibitors | hit rate 0.036% among 280,000; active = well fitted inhibition curve with a large enough effect in the signal ratio, with a control signal flat, not every such curve was filed as active; inconclusive = small, poorly fitted or top-dose-only effect, or effect the other way, or a change in a side signal; inactive = no such curve, though single readings can be large or run the other way; the % refers to the signal ratio; note: % is set by controls: 0 for no effect and ±100 for the full control effect
Target sequence (Q9NR56 whole entry, looked up): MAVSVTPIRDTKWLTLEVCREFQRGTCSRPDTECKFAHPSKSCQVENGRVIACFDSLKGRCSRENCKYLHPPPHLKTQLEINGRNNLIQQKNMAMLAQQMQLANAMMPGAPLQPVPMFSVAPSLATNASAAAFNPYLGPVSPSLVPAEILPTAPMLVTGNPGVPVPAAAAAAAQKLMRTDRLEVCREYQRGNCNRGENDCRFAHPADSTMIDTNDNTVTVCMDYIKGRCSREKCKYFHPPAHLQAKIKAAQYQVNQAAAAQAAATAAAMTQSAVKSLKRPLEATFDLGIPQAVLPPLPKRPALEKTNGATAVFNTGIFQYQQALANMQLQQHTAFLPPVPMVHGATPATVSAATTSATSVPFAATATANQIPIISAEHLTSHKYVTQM
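TR-FRET readout: Ex 340 nm, 665/545 nm emission ratio, normalized to buffer-only (basal) and MBNL1-(CUG)12 controls. Complex of MBNL1-His with Biotin-(CUG)12, compounds 92 nM–58 uM, incubated 60 min at room temperature.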
FLuc counter: qHTS profiling assay for firefly luciferase inhibitor/activator using purifed enzyme and Km concentrations of substrates (counterscreen for miR-21 project). Luciferin 4-monooxygenase (Photinus pyralis), P08659. purified FLuc, Km substrates, luminescence inhibition. Potency, µM (titrated, usually from 57.5 µM), for the others: at the top dose activity change, negative = inhibition, actives largely listed as inhibitors. hit rate 6.9% among 360,000. AID 588342, 2011;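 note: plate controls were vehicle for no effect and reference inhibitor for full effect; nearly all actives have a fitted effect of over 55% in size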
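Biochemical qHTS of compounds, final roughly 60 µM downward over six points, against 10 nM purified firefly luciferase using Km concentrations of substrates (10 uM D-luciferin, 10 uM ATP) in Tris acetate pH 7.5 buffer; luminescence output.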
RORgamma inh: qHTS for inhibitors of ROR gamma transcriptional activity | Drosophila S2 Gal4-RORgamma UAS-luciferase reporter, 20 h | hit rate 5.4% among 310,000 | Nuclear receptor ROR-gamma (Mus musculus), P51450 | Potency, µM (titrated, usually from 53.6 µM), for the others: at the top dose activity change, negative = inhibition, usual class: inhibitors; note: % is set by controls: 0 for no effect and ±100 for the full control effect; nearly all actives have a fitted effect of over 60% in size
Target sequence (P51450 whole entry, looked up, the tested form may be a part): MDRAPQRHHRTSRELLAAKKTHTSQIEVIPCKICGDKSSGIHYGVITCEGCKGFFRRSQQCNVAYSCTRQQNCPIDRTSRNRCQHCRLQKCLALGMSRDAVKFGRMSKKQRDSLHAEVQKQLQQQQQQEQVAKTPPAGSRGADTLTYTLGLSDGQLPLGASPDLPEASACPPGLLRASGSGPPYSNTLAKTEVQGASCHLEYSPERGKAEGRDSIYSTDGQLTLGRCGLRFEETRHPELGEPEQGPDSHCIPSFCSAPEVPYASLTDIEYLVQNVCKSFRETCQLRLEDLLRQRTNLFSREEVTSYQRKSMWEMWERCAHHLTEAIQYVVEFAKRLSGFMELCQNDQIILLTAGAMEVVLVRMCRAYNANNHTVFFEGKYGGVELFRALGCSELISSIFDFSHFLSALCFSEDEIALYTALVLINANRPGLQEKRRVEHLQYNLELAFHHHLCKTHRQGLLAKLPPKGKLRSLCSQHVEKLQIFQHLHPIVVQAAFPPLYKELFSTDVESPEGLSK
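A Gal4/UAS one-hybrid system in insect cells: metallothionein-promoter Gal4–ROR gamma fusion plus Photinus luciferase reporter. Copper sulfate 700 uM final, 20 hr ambient incubation, luminescent detection after 10 min with reagent.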
NPC1 promoter act: qHTS Assay for NPC1 Promoter Activators; Huh7 NPC1 promoter luciferase reporter, 24 h; Potency, µM (top dose mostly 9.22 µM), inactives show top-dose activation, hits mostly activators; hit rate 2.4% among 320,000; AID 485313, 2010;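 note: % of control where 0% means no effect; nearly all actives have a fitted effect of over 60% in size; reporter is driven by a mutant NPC1 promoter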
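Huh7 cells stably carrying NPC1 promoter–luciferase, plated in Opti-MEM with 10% FBS for 2 h, were exposed to compound in DMSO for 24 h at 37 °C; luciferase reagent was added for 10 min and luminescence read.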
ELG1 genotox: qHTS screen for small molecules that induce genotoxicity in human embryonic kidney (HEK293T) cells expressing luciferase-tagged ELG1 | HEK293T ELG1-luciferase reporter, luminescence, 16 h | Potency, µM (series often up to 46 µM), inactives show at the top dose activity change, positive = activation, actives largely listed as activators | hit rate 1.3% among 330,000; note: % of control where 0% means no effect; nearly all actives have a fitted effect of over 60% in size
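Quantitative HTS format in 1536-well plates. HEK293T ELG1-luciferase reporter cells receive test compound and are incubated 16 hr at 37 °C, 5% CO2; ONE-Glo added, 30 min room temperature, then luminescence read.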
Rab9 prom act: qHTS Assay for Rab9 Promoter Activators | Huh7 Rab9 promoter-luciferase reporter, luminescence, 24 h | Potency, µM (top dose mostly 9.22 µM), inactives show top-dose activation, negative = inhibition, most hits filed as activators | hit rate 2.8% among 320,000; note: % of control where 0% means no effect; nearly all actives have a fitted effect of over 60% in size
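Luciferase signal after 10 min detection reagent at ambient indicates Rab9 promoter upregulation; stably transfected Huh7 cells were treated 24 h with compound in DMSO at 37 °C, 5% CO2.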
p53 reactivation: qHTS assay for re-activators of p53 using a Luc reporter. hit rate 0.063% among 320,000. Potency, µM (doses to about 92.2 µM), inactives show top-dose activity change, positive = activation, actives largely listed as activators. H1299 p53-A138V BP100-luciferase reporter, luminescence, 24 h; note: % of control where 0% means no effect; nearly all actives have a fitted effect of over 45% in size
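p53-null H1299 cells stably carrying temperature-sensitive p53-A138V and a BP100-luciferase reporter were pinned with compounds (4-point, 1:5 series) and held 24 hrs at 37 deg C. Luminescence was read 10 min after detection reagent.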
Numbers without * were called inactive; ? = inconclusive; nt = no result given; [ ] = dose if it differs, or a comment. Unless noted, calls come from the whole dose curve; as a rule, active = well fitted curve in the direction sought with a large enough effect; inconclusive = small, poorly fitted or top-dose-only effect, or another doubt; inactive = no such curve, though single readings can be large; an effect the other way counts as inactive or inconclusive. Potency is the fitted concentration of half-maximal effect.

SMILES	BRCA1 expr act	uPA surface inh	VP16 counter	MBNL1-CUG inh	FLuc counter	RORgamma inh	NPC1 promoter act	ELG1 genotox	Rab9 prom act	p53 reactivation
COc1ccc(/C=C/C(=O)Nc2sc(Cc3ccccc3)c(C)c2C(N)=O)cc1	3.1%	-5.5%	-24.4%	10.0%	?	-27.5%	0.2%	14.3%	-2.6%	-7.8%
O=C(CCc1ccccc1)NC(NC(=S)Nc1cccc(Cl)c1)C(Cl)(Cl)Cl (stereo not given)	-47.2%	-7.3%	9.6%	-3.4%	3.7%	?	-7.0%	-3.4%	-4.5%	-11.7%
Cn1c(COc2ccccc2)nnc1SCC(=O)c1cccc([N+](=O)[O-])c1	13.1%	-5.6%	-4.7%	?	-3.1%	15.0%	-1.0%	0.0%	6.4%	0.2%
C=CCN(c1ccc(Br)cc1C(=O)OC)S(C)(=O)=O	0.0%	2.8%	nt	nt	2.3%	nt	-3.9%	3.8%	-2.5%	-4.5%
Cn1c(=O)c2c(nc(Sc3ncccn3)n2Cc2ccccc2Cl)n(C)c1=O	-7.5%	nt	-12.2%	-10.2%	-1.1%	-1.9%	1.1%	-3.4%	2.2%	-8.0%
c1ccc(SCCOCCn2cncn2)cc1	5.4%	4.6%	-10.3%	-0.4%	16.2%	25.7%	-3.6%	-6.3%	-2.9%	-2.5%
O=C(CN1C(=O)NC2(CCCCC2)C1=O)NCCc1ccc(Cl)cc1Cl	-27.3%	1.8%	nt	nt	nt	nt	nt	-3.4%	nt	4.3%
CCOc1ccc(N/C(C)=C/C(=O)c2ccc3c(c2)OCCO3)cc1	4.47µM*	-3.8%	0.2%	nt	5.36µM*	19.5%	3.16µM*	?	2.24µM*	3.8%
CCc1ccc(/C=C2\Oc3c(ccc(O)c3CN3CCN(CCO)CC3)C2=O)cc1	1.3%	0.2%	2.9%	?	?	41.4%	0.1%	-0.1%	-3.8%	-1.0%
Cc1cccc(CN2CCN(Cc3cccc4nonc34)CC2CCO)n1 (stereo not given)	-10.3%	-1.1%	3.7%	?	2.0%	-25.9%	-1.6%	0.2%	-0.4%	2.4%
C=CCC[C@@H](Cc1ccc(F)cc1)C(=O)OC[C@@H](Cc1c[nH]c2ccccc12)NC(=O)[C@@H](CC=C)CC(=O)N[C@@H](CO)Cc1ccccc1	-27.1%	9.0%	nt	nt	nt	nt	nt	3.5%	nt	0.5%
COc1cccc(C2CC(c3ccc(C)cc3)Nc3nc(N)nn32)c1 (stereo not given)	0.0%	11.5%	-10.6%	?	-3.3%	?	-1.2%	-1.7%	-2.0%	-11.3%
CCC(C)(C)n1nnnc1C(c1cc(OC)c(OC)c(OC)c1)N1CCN(c2ccccc2)CC1 (stereo not given)	-19.6%	0.2%	-1.4%	-2.1%	7.7%	-3.1%	-0.6%	3.8%	-3.5%	-0.4%
Cc1ccsc1/C=N/Nc1nc(=O)[nH]nc1C	80.7%	-10.7%	10µM*	?	?	5.62µM*	?	?	2.82µM*	29.4%
NS(=O)(=O)c1ccc(NC(=O)COC(=O)CCC2CCCCC2)cc1	-7.0%	0.3%	-9.0%	-1.7%	-0.8%	5.5%	0.5%	1.4%	2.8%	-5.0%
COc1ccccc1OC(C)C(=O)Nc1ccc2c(c1)n(C)c(=O)n2C (stereo not given)	-50.6%	1.3%	-6.7%	-0.1%	-1.4%	28.9%	-1.6%	?	-3.9%	9.9%
O=C(CC(C(=O)O)C1CCCO1)NCc1ccccc1 (stereo not given)	4.9%	5.7%	8.9%	-2.9%	-0.7%	0.2%	1.4%	-1.4%	3.0%	14.5%
COc1ccc(C(CCN(Cc2ccc(OC)c(OC)c2)C(C)=O)C(C)C)cc1 (stereo not given)	-0.3%	-9.5%	-7.3%	0.7%	2.9%	18.6%	-1.1%	-4.3%	-2.4%	1.6%
CCOC(=O)C1CCCN(C(=O)COc2ccccc2O)C1 (stereo not given)	-27.4%	-0.8%	-5.6%	2.4%	9.6%	-27.1%	-4.5%	6.0%	7.8%	-3.9%
COc1cccc(OCc2ccc(Cl)cc2)c1C#N	?	8.91µM*	?	0.0%	0.536µM*	?	0.708µM*	?	0.562µM*	?
CC1CCCN(C(=O)c2ccc3c(=O)n(Cc4ccc5c(c4)OCO5)c(=S)[nH]c3c2)C1 (stereo not given)	-41.5%	nt	?	-1.2%	-2.1%	7.94µM*	-1.8%	-11.5%	-1.6%	?
CNC(=O)/C=C1\NC(C)(C)Cc2ccccc21	-4.4%	-10.9%	1.3%	-0.2%	0.6%	-0.1%	-1.4%	-1.4%	9.8%	-16.2%
Cc1cccc(C)c1OCCn1nc(C(=O)O)c2ccccc2c1=O	-26.8%	8.8%	1.2%	0.0%	0.2%	-7.2%	-0.3%	-4.3%	-4.7%	-2.6%
CC(C)CNS(=O)(=O)c1ccc(S(=O)(=O)N2CCC(N3CCCCC3)CC2)cc1	3.0%	0.8%	6.0%	2.2%	1.1%	1.6%	0.1%	-2.3%	-0.7%	1.1%
Cc1ccc(N(CC(=O)N/N=C/c2cccc(Br)c2)S(C)(=O)=O)cc1	-14.9%	0.3%	4.0%	2.0%	-1.1%	-11.8%	-3.5%	-0.4%	-6.2%	1.3%
Cc1csc(NC(=O)CSc2nnc3c4ccccc4nc(C(C)(C)C)n23)n1	-74.5%	?	-21.9%	-4.8%	0.9%	-29.1%	-25.9%	0.5%	-7.8%	1.7%
CCN(CC(=O)NCc1ccc(F)cc1)C(=O)c1ccc2c(c1)OCO2	4.4%	-2.6%	nt	nt	1.5%	nt	0.6%	-0.2%	-4.4%	1.0%
O=c1cc(C(F)(F)F)[nH]c2c(C(F)(F)F)cccc12	-33.3%	?	?	?	2.1%	?	-0.2%	-7.8%	-3.3%	-12.4%
COc1ccc(C2(C(=O)NCC3CCCO3)CCOCC2)cc1 (stereo not given)	-1.5%	-1.8%	3.2%	-3.1%	0.7%	-6.0%	-2.3%	0.3%	-1.0%	-3.0%
COc1ccc(NC(=O)CN(C)S(=O)(=O)c2ccc3c(c2)CC(C)N3C(C)=O)cc1OC (stereo not given)	-0.4%	10.0%	-3.4%	2.8%	-0.8%	16.3%	-1.6%	-6.6%	1.6%	-1.2%
CNc1oc(-c2ccccc2Cl)nc1C#N	78.4%	-6.9%	1.8%	-15.6%	?	8.7%[10 µM]	13.5%	17.1%	4.1%	1.0%
Cc1c(-c2ccc(Br)cc2)[n+](=O)c2c(n1[O-])CCCC2	0.0%	-0.1%	1.6%	29.4%	0.4%	7.1%	0.5%	2.6%	-3.3%	0.3%
Cc1ccc(NC(=O)CCN2C(=O)c3cccc([N+](=O)[O-])c3C2=O)c(Br)c1	2.3%	0.1%	-7.5%	?	-11.4%	-1.8%	0.2%	1.3%	3.0%	?
CCN(CC)S(=O)(=O)c1ccc(C(=O)OCn2nnc3ccccc3c2=O)cc1	1.4%	1.9%	-16.8%	-1.5%	4.3%	2.2%	-9.5%	0.3%	1.4%	-18.1%
COc1cccc(NC(=O)Nc2nnc(Cc3ccc(OC)c(OC)c3)s2)c1	-13.2%	5.5%	0.9%	-7.9%	-2.1%	-26.1%	-1.3%	-1.7%	-2.8%[1.84 µM]	0.9%
O=C(NC(=S)Nc1ccc2nc[nH]c2c1)c1ccccc1	3.98µM*	-3.8%	?	1.6%	?	31.8%	2.82µM*	?	3.98µM*	?
O=C(COC(=O)c1ccc(Br)cc1)NCCc1ccccc1	-1.6%	2.5%	4.3%	nt	3.1%	-1.9%	-0.4%	-1.7%	1.4%	6.1%
CCOC(=O)C1=C(CN2CCOCC2)NC(=O)NC1c1cccc([N+](=O)[O-])c1 (stereo not given)	-4.4%	-0.5%	-10.9%	?	-0.2%	-2.4%	-0.8%	-2.1%	2.2%	4.9%
O=C(O)c1cccc2c1C(=O)c1ccc(-c3ccc(F)cc3OCc3ccccc3)cc1S2(=O)=O	59.8%	-5.7%	nt	nt	0.2%	nt	15.8%	1.6%	-6.2%	14.7%
Cc1cc(SCC(=O)c2cc3ccccc3o2)nc2ccccc12	-40.5%	nt	?	38.9%[activator]	-18.1%	11.2µM*	6.8%	-2.1%	0.6%	13.8%
Cn1c(/C=C/c2ccc(Br)cc2)c([N+](=O)[O-])c(=O)n(C)c1=O	-80.8%	-19.7%	-20.2%	4.5%	-0.5%	11.2µM*	-0.2%	-9.4%	-23.0%	-14.5%
Cc1ccc(S(=O)(=O)N2CCN(c3nc4ccccc4nc3-n3nc(C)cc3C)CC2)cc1	-48.9%	-8.1%	-4.0%	-6.9%	-0.5%[2.3 µM]	-17.9%	-0.2%	-3.2%	1.4%	-1.3%
NC(=O)c1ccccc1OCC(=O)Nc1ccc2c(c1)CCC2	?	-4.7%	nt	nt	15.1µM*	nt	22.0%	5.9%	?	?
